Compound activity as filed in PubChem BioAssay.
PAD4 FP inh = PAD4 (human) enzyme inhibition; Q9UM07; recombinant PAD4, RCA probe fluorescence polarization; inhibition, % at 6.36 µM; actives 0.41% (n = 330,000);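 active = percent inhibition above a cutoff equal to the mean of all tested compounds plus 3 SD, cut at about 15% in these data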;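 note: 0% = PAD4 with RCA probe and DMSO and 100% = probe without PAD4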
TPT1 inh = inhibitors of Candida albicans tRNA 2'-phosphotransferase TPT1. recombinant caTPT1, FP RNA substrate dephosphorylation. inhibition, % at 5 µM. actives 0.81% (n = 300,000);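 active = inhibition above the mean of all tested compounds plus 3 SD, set per screening campaign, cut at about 24% in these data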;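 note: plate controls were DMSO alone for no effect and ferristatin control at 100 nM for full effect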
PME-1 primary = blocks human protein phosphatase methylesterase 1; Q9Y570; recombinant PME-1, FP-Rh probe fluorescence polarization; inhibition, % at 5.9 µM; actives 0.53% (n = 320,000); AID 2130;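 active = inhibition above the campaign mean of all compounds plus 3 SD, cut at about 26% in these data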;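 note: competitive labeling of PME-1 active site by serine hydrolase directed probe; 0% = PME-1 with DMSO and 100% = wells lacking PME-1 enzyme; inhibitors block probe labeling so polarization falls and inhibition rises; many of its hits are not listed in these tables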
GSTO1 counter = GSTO1 inhibition, counter-screen for RBBP9 inhibitors | inhibition, % at 5.96 µM | actives 1.1% (n = 300,000) | recombinant GSTO1, activity-based probe fluorescence polarization | AID 1974 | P78417;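 active = inhibition above the campaign mean inhibition plus 3 SD, cut at about 35% in these data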;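 note: 0% = GSTO1-1 with DMSO and 100% = wells lacking GSTO1-1 enzyme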
Target sequence (P78417 whole entry, looked up): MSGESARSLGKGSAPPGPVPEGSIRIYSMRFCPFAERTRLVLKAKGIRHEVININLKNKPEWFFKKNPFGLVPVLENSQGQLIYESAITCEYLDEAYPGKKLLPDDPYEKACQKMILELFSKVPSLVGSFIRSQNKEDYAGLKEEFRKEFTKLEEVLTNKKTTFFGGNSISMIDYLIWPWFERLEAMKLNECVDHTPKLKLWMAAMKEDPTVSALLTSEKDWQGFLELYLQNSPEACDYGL
MCL1-BIM inh = inhibitors of human MCL1 binding to BIM-BH3 peptide; Q07820; inhibition, % at 10.9 µM; GST-MCL1 / FITC-Bim-BH3 fluorescence polarization; actives 0.68% (n = 320,000);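 active = inhibition above the mean inhibition of all tested compounds plus 3 SD, set per campaign, cut at about 40% in these data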;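 note: 0% = DMSO wells and 100% = unlabeled Bim-BH3 peptide control; higher means more loss of mP so more displacement of Bim peptide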
Target sequence (Q07820 whole entry, looked up): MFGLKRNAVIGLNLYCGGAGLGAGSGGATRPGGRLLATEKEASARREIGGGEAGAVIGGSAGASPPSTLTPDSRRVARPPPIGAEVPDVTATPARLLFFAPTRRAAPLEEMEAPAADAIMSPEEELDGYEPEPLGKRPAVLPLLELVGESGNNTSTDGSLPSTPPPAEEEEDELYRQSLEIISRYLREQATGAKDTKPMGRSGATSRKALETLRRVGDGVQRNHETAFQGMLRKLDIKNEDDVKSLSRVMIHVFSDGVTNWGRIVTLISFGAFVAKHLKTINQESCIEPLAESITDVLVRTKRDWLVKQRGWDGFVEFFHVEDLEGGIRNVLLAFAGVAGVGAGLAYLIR
GLD-1 RNA inh = GLD-1-TGE RNA interaction inhibition (C. elegans) | actives 0.44% (n = 320,000) | purified GLD-1 + fluorescein TGE RNA, fluorescence polarization | inhibition, % at 5.96 µM | Q17339;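 active = percent inhibition above a per-plate cutoff, the plate mean of test compounds plus 3 SD, cut at about 30% in these data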;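 note: 0% = DMSO wells with GLD-1 and probe and 100% = wells lacking GLD-1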
MEX-5 binding = C. elegans MEX-5 TCR-2 RNA binding activity. Q9XUB2. MEX-5/FITC-TCR2 RNA binding, fluorescence polarization; stronger effect = lower value. activity score (negative = inhibition of binding), % at 10 µM. actives 0.38% (n = 300,000);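 active = inhibition past about -25% in most replicates, and total fluorescence under double the plate's negative control median, limit read from the data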;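 note: 0% = DMSO and -100% = 5 µM competing unlabeled TCR2 RNA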
Target sequence (Q9XUB2 whole entry, looked up): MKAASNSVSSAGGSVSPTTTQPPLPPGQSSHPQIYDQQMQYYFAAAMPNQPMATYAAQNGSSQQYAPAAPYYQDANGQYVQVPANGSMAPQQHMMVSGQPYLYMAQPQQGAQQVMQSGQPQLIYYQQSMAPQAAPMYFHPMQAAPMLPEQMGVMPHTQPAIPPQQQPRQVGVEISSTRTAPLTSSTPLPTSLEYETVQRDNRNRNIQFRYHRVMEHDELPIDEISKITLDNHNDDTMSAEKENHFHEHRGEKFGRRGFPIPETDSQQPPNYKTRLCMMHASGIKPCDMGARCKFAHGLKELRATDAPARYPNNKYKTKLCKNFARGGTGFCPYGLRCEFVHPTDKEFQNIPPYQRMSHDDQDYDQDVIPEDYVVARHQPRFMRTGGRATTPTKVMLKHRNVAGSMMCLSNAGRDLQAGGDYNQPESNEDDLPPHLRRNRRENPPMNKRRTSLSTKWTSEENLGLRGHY
BCLXL inh = blocks human Bcl-xL binding to Bim BH3 peptide. Q07817. actives 0.7% (n = 320,000). inhibition, % at 10.9 µM. GST-Bcl-xL / FITC-Bim BH3 peptide fluorescence polarization;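 active = inhibition above the mean of all tested compounds plus 3 SD, cutoff set per campaign, cut at about 30% in these data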;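 note: 0% = DMSO wells and 100% = unlabeled Bim-BH3 peptide competitor; inhibitors lower millipolarization by displacing the labeled peptide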
Fam108B inh = blocks mouse Fam108B hydrolase in RBBP9 counter-screen; recombinant Fam108B, FP-Rh probe fluorescence polarization; inhibition, % at 9.51 µM; actives 0.33% (n = 300,000);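 active = inhibition above the screen mean inhibition plus 3 SD, computed separately per campaign, cut at about 18% in these data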;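 note: inhibitors lower polarization as less probe binds the enzyme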
Active calls of the source: *; · = not tested or not shown. Only part of the results is shown. The share of hits here may be higher or lower than overall.

SMILES | PAD4 FP inh | TPT1 inh | PME-1 primary | GSTO1 counter | MCL1-BIM inh | GLD-1 RNA inh | MEX-5 binding | BCLXL inh | Fam108B inh
COc1cccc(C(=O)O/N=C(\N)c2ccc([N+](=O)[O-])cc2)c1OC | -3 | -5 | 0 | -2 | 2 | 12 | 2.9 | -1 | -2
Cc1ccc(C(c2nnnn2C(C)(C)C)N(Cc2ccco2)Cc2cccs2)cc1 (configuration not stated) | -8 | 1 | -2 | -8 | -4 | -1 | 0.9 | -2 | 1
CN(C(=S)NC(=O)c1ccc(F)cc1)C1CCCCC1 | -3 | 1 | -2 | 4 | 11 | 1 | 0.0 | 5 | 3
O=C(COC(=O)CCOc1ccccc1)NCCc1ccccc1 | 8 | -3 | 3 | 21 | 2 | -1 | -3.0 | 6 | 2
COc1ccc(Nc2nc(N3CCCC3)nc(N3CCCC3)n2)c(OC)c1 | -3 | -3 | 7 | -3 | 5 | 2 | 0.6 | 8 | 9
Cc1ccc(OCc2ccc(C(=O)N3CCCC3)o2)cc1C | -3 | -1 | 2 | -1 | 1 | -5 | -1.4 | 1 | -3
Cc1cc(N2CCOCC2)nc2ccc(NC(=S)N3CCCCC3C)cc12 (configuration not stated) | 1 | 3 | 15 | 2 | 17 | -5 | -0.3 | 8 | 4
O=C(N/N=C/c1ccccc1O)c1ccncc1 | 0 | 3 | 0 | -2 | -5 | -2 | -7.5 | 1 | 1
CC(=NCCCn1ccnc1)c1c(-c2ccccc2)[nH]n(-c2nc3ccccc3s2)c1=O | 1 | 4 | -4 | 57* | 0 | -5 | 5.1 | 2 | 4
CCCn1c(NC(=O)c2ccccc2Br)nc2ccccc21 | -3 | -4 | -3 | -7 | 5 | -4 | 2.7 | -1 | 3
O=C(CCNC(=O)N1CCn2c1nc1ccccc12)NCc1ccccc1Cl | -2 | 1 | 5 | 1 | 0 | 0 | -0.9 | 1 | 0
O=C(CSc1nnc(CNC(=O)c2ccco2)o1)Nc1ccc(F)cc1 | -9 | 0 | 5 | 23 | 2 | -1 | · | 5 | 1
COc1ccc(N(C)C(=O)c2cn(C)c(=O)c3cc(OC)c(OC)cc23)cc1 | -1 | -2 | 3 | 1 | 0 | 10 | -1.1 | 0 | 0
CC(C)c1ccc2c(c1)CCC1C(C)(CN)CCCC21C (configuration not stated) | -1 | -2 | -1 | 6 | 1 | -5 | 0.1 | 0 | 4
O=C(COC(=O)c1ccncc1)Nc1cc(S(=O)(=O)N2CCOCC2)ccc1Cl | -2 | · | 3 | · | -1 | 5 | · | 0 | ·
Cc1noc(C)c1S(=O)(=O)Nc1cccc(CO)c1 | 0 | -3 | -1 | 6 | 2 | 3 | -2.6 | -2 | 1
CCCN1C(=O)/C(=c2\sc3nc(=O)c(Cc4ccc(C)cc4)nn3c2=O)c2ccccc21 | -1 | -2 | -1 | -2 | 17 | -2 | 0.9 | 10 | -2
C=CCOn1c(=O)c(C)[n+]([O-])c2ccccc21 | -4 | 2 | 3 | 4 | 0 | 19 | 0.3 | 5 | 1
Cc1cc(C2(c3ccc(O)c(C)c3)OC(=O)c3ccccc32)ccc1O | -4 | 1 | -13 | 2 | 11 | 18 | -2.9 | 16 | 7
C1CCN=C(Nc2nc3c(s2)CCCC3)CC1 | -2 | -4 | 3 | 5 | 0 | -1 | -1.2 | 2 | 0
COc1ccc(Nc2nc(N)c([N+](=O)[O-])c(NCc3ccccc3)n2)cc1 | -3 | -1 | 13 | 5 | 1 | 2 | -1.8 | 2 | 3
Cc1cc(C)n(CC(=O)NC2CCCc3c2cnn3-c2ccccc2F)n1 (configuration not stated) | -3 | -1 | -4 | 5 | 2 | -3 | · | 0 | -2
CCOCCCNC(=S)N1CCCC(c2nc3ccc(C)cc3[nH]2)C1 (configuration not stated) | 3 | 2 | -4 | -4 | -4 | 5 | 0.3 | -2 | 5
CC(=O)/C(C=Nc1noc(C)c1Br)=C(\C)O | 1 | 1 | 3 | -6 | 6 | -2 | 0.2 | 0 | 0
Cc1ccccc1C(=O)Nc1ccc(C(=O)N/N=C/c2ccc(O)cc2)cc1 | 6 | 0 | 0 | -5 | 6 | 0 | -3.0 | 2 | 2
Cn1c(=O)c2c(ncn2CC(=O)N(Cc2ccccc2)c2ccccn2)n(C)c1=O | -4 | 0 | -6 | 2 | 3 | 1 | -1.7 | 5 | -4
Cc1ccsc1C(=O)NCc1ccccc1Cl | 5 | -2 | -1 | -3 | 5 | -2 | 1.7 | 6 | 7
CC(C)(C)OC(=O)N1CCC[C@H]1c1nnc(SCc2ccc(Cl)cc2Cl)o1 | 1 | -5 | 2 | 10 | 3 | 7 | 0.6 | 9 | -2
CCC(=O)NC(=S)Nc1ccc(NC(=O)COc2ccccc2)cc1 | 2 | 0 | 2 | -6 | 13 | -1 | -0.6 | 2 | 2
CC(CCOC1=NS(=O)(=O)c2ccccc21)NC(=O)C(=O)Nc1ccccc1 (configuration not stated) | 1 | 0 | -3 | 3 | -1 | 1 | 1.3 | -1 | 1
Cc1cccc2c(SCC(N)=O)nc(-c3ccccc3)nc12 | -2 | 1 | 0 | 1 | 6 | 3 | -0.2 | 3 | -2
COc1ccc(NS(=O)(=O)c2cccc(C(=O)NCC(c3ccco3)N(C)C)c2)cc1 (configuration not stated) | 1 | -2 | 6 | 5 | -6 | 1 | 1.2 | -3 | 1
C/C(N)=C(/C#N)C(=O)COC(=O)c1cc(C)n(-c2ccc(F)cc2)c1C | 3 | 3 | -4 | 3 | 6 | -2 | -0.6 | -1 | -7
C=C1CCN(c2ccc(C(=O)NCc3ccc(OC)cc3)cc2[N+](=O)[O-])CC1 | 2 | -1 | -1 | -8 | 1 | -2 | -0.9 | -2 | 2
Cc1ccc(C(=O)NNC(=O)c2ccc(S(=O)(=O)N3CCOCC3)cc2)cc1 | 0 | -4 | 4 | 8 | 4 | 11 | 1.0 | 4 | 5
Cc1cccc(CSc2nnc(-c3ccccn3)n2N)c1 | 2 | -3 | 3 | -2 | 4 | 9 | 3.0 | -5 | 2
COc1cccc(NC(=O)c2sc(NC(=O)c3ccncc3)nc2C)c1 | -4 | 1 | 0 | -7 | -1 | -2 | 0.3 | 7 | -1
Cc1ccc(NC(=O)CSCC#N)cc1Cl | 2 | 0 | -1 | 0 | 0 | 1 | 3.3 | -2 | 4
CCC(C)NC(=O)c1cc2c(=O)[nH]c3ccc(C)cc3c2s1 (configuration not stated) | -4 | 29* | -21 | -4 | -2 | 6 | 1.5 | 4 | -27
COc1cc(NC(=S)N2CCN(C/C=C/c3ccccc3)CC2)cc(OC)c1 | 1 | 1 | -5 | 0 | 8 | 14 | 2.8 | 5 | 1
CCN1CCN(C(=O)CN(CC)S(=O)(=O)c2ccc(F)cc2)CC1 | 0 | -3 | -2 | 1 | -1 | 0 | -0.2 | 1 | 3
CCc1ccc2[nH]c(=O)c(CN(CCN(C)C)C(=O)Nc3ccccc3)cc2c1 | -1 | -1 | 3 | 0 | -1 | 4 | -0.7 | 3 | 1
Cc1cccc2cc(C#N)c(SCC(=O)Nc3ccccc3N3CCOCC3)nc12 | -3 | 10 | -2 | 3 | 3 | -6 | 1.1 | 11 | -16
O=C(Nc1cccc2c1C(=O)NC2=O)c1cccc(N2C(=O)CCC2=O)c1 | -2 | -2 | 0 | 10 | -1 | -3 | -2.6 | 3 | -1
CCC1(CC)Cc2ccccc2-c2nc(CN3CCOCC3)[nH]c(=O)c21 | -3 | -3 | 2 | 12 | -1 | 5 | 1.2 | 4 | 4
CCC(C)NC(=O)C1CCC(CNS(=O)(=O)c2ccc3c(c2)CC(C)N3C(C)=O)CC1 (configuration not stated) | 0 | -3 | -1 | 6 | -2 | 2 | 0.4 | 2 | 0
Cc1ccc(-c2nc3ccccc3[nH]2)cc1NC(=O)c1sc2ccccc2c1Cl | 1 | -3 | -9 | -10 | 6 | 3 | -2.7 | 5 | -12
Cc1cc(C)c(NC(=O)CNC(=O)Cc2ccc(S(=O)(=O)N3CCOCC3)s2)c(C)c1 | -4 | · | 4 | · | -5 | 2 | · | -7 | ·
Nc1nnc(SCC(=O)NC2CCCc3ccccc32)s1 (configuration not stated) | 3 | -2 | -3 | 5 | 1 | 0 | -0.3 | -3 | -1
CS(=O)(=O)N1CCC(NC(=O)Cc2ccccc2)CC1 | -1 | -1 | 3 | -1 | -2 | -6 | 1.9 | -3 | 7

Complete entries, looked up by structure.
Profile of CCc1ccc2[nH]c(=O)c(CN(CCN(C)C)C(=O)Nc3ccccc3)cc2c1 = PAD4 FP inh: -1; TPT1 inh: -1; PME-1 primary: 3; GSTO1 counter: 0; MCL1-BIM inh: -1; GLD-1 RNA inh: 4; MEX-5 binding: -0.7; BCLXL inh: 3; Fam108B inh: 1
Profile of Nc1nnc(SCC(=O)NC2CCCc3ccccc32)s1 (configuration not stated) = PAD4 FP inh: 3; TPT1 inh: -2; PME-1 primary: -3; GSTO1 counter: 5; MCL1-BIM inh: 1; GLD-1 RNA inh: 0; MEX-5 binding: -0.3; BCLXL inh: -3; Fam108B inh: -1

(next part)
SMILES | PAD4 FP inh | TPT1 inh | PME-1 primary | GSTO1 counter | MCL1-BIM inh | GLD-1 RNA inh | MEX-5 binding | BCLXL inh | Fam108B inh
CCCC(=O)Nc1cc(C(=O)O)ccc1Sc1ccc(C)cc1 | -4 | 1 | -1 | 3 | -7 | 4 | 0.1 | -1 | -3
CCc1ccc(S(=O)(=O)NC(=S)NC2CCCCC2)cc1 | -6 | 0 | -4 | -4 | 12 | 9 | 0.2 | 9 | 8
Cc1cccc(C)c1OCC(=O)OC/C(O)=C(\C#N)c1nc2ccccc2[nH]1 | -10 | 14 | -4 | 7 | -15 | -5 | -3.6 | 3 | -3
CN(C)/C=C(/C(=O)c1ccccc1)S(=O)(=O)c1ccc(Cl)cc1 | -5 | -5 | -8 | -2 | 3 | 4 | 2.3 | 10 | 0
CCOc1ccc(/C=N/NC(=O)CSc2n[nH]c(=O)[nH]c2=O)cc1OC | 2 | -1 | 1 | 6 | 4 | 0 | -1.1 | 9 | 3
Cc1ccc(-c2csc(N3CCC[C@@H]3C(=O)NCCn3c(C(F)(F)F)nc4ccccc43)n2)cc1 | -3 | 0 | 1 | 5 | -2 | 3 | 4.9 | 8 | -1
CC1=CC(C)(C)N2C(=O)C3(C(C#N)=C(N)Oc4cc(C)oc(=O)c43)c3cccc1c32 (configuration not stated) | -2 | 1 | -5 | -6 | 5 | 9 | -0.8 | 4 | -8
CCN(CC(=O)NCc1cccs1)C(=O)COc1ccc(C(N)=O)cc1 | -3 | · | -1 | · | 0 | 1 | · | 1 | ·
O=C(NNC(=O)C1CCN(S(=O)(=O)c2ccc(Cl)cc2)CC1)c1ccccc1O | 0 | 0 | 6 | 12 | 2 | 6 | 0.5 | 7 | -3
C=CCn1c(=O)c2c3c(sc2n2c(Nc4ccccc4)nnc12)CCCC3 | -3 | -2 | 6 | 2 | -2 | -4 | 0.7 | 1 | -1
S=C1N(c2ccccc2)C(c2ccc(Br)cc2)N2CCCN12 (configuration not stated) | 2 | -2 | -6 | 12 | 7 | 0 | -1.4 | 3 | 4
CCS(=O)(=O)N1CCC(C(=O)NCCCN2CCCC2)CC1 | -2 | -3 | 2 | -4 | 1 | 5 | -0.1 | -2 | 1
